Screening results deposited in PubChem by National Center for Advancing Translational Sciences (NCATS).
IkB signaling – IkB pathway inhibition in ABC-DLBCL cells; ABC-DLBCL IkBa-CBG/CBR dual luciferase ratio, 4 h; response scale: scaled: untreated 0%, proteasome inhibitor 100%; Potency, µM (series often up to 57.1 µM), without a hit: at the highest dose IkBa stabilization activation; 110,000 tested, 0.04% active; AID 445; active means well fitted curve in the direction sought with a large enough effect in the signal ratio, not every such curve was filed as active; inconclusive means small, poorly fitted or top-dose-only effect, or a change in a side signal; the % refers to the signal ratio;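 further: the direction sought is a rising ratio; 0% = basal untreated cells and 100% = reference inhibitor full response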
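Curves were fitted separately to fusion (green), unfused (red) and ratio luminescence, then classed by r2, magnitude and activity. Cells: OCI-Ly3, 4 h compound plus doxycycline at 37C; 10 uM MG-132 defined full response.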
p53ts 32C kill – kills p53ts cells at the permissive temperature; H1299-p53A138V at 32C, ATP luminescence viability, 24 h; AID 924; 130,000 tested, 0.93% active; Potency, µM (highest dose often 46.1 µM), inactives show top-dose activity change, negative = cytotoxicity, actives largely listed as cytotoxic;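 further: 0% = DMSO and -100% = full killing by reference compound; nearly all actives have a fitted effect of over 55% in size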
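Viability by ATPlite luminescence after 24 h compound treatment (up to 46 uM) at the permissive 32C. Cells are H1299 carrying p53 A138V. Scale runs from DMSO basal to 100 uM tamoxifen as full kill; AC50 from Hill fits.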
p53ts 39C tox – kills p53ts cells at the nonpermissive temperature; H1299-p53A138V viability at 39C, ATP luminescence, 24 h; Potency, µM (doses to about 46.1 µM), for inactives: at the highest dose activity change, negative = cell killing, actives largely listed as cytotoxic; 130,000 tested, 1.5% active; AID 902; further: nearly all actives have a fitted effect of over 55% in size
Peg3 imprint – induces erasure of genomic imprints in mouse ES cells | 110,000 tested, 0.02% active | AID 1948 | Potency, µM (series often up to 60.7 µM), for inactives: top-dose activity change, positive = activation, most hits filed as activators | mouse ES Peg3-LacZ reporter, beta-gal luminescence, 40 h;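 further: 0% = negative control wells on the plate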
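Each well holds 300 Peg3LacZ-Neo (maternal) female ES cells incubated 40 h at 37C, 5% CO2. LacZ is measured by BetaGlo luminescence, with AC50 and maximum efficacy derived from dose-response curves.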
* marks the source's active call; other numbers are inactive results; ? = inconclusive; · = not tested or not shown; [ ] = dose if it differs, or a comment. Unless noted, the call rests on the fitted dose curve; in most records, active means well fitted curve in the direction sought with a large enough effect; inconclusive means small, poorly fitted or top-dose-only effect, or another doubt; inactive means no such curve, though single readings can be large; an effect the other way counts as inactive or inconclusive. Unless noted, on the % scale 0 is the no-effect control and ±100 the full control effect; potency means the concentration at half of the fitted maximal effect.

SMILES,IkB signaling,Peg3 imprint,p53ts 32C kill,p53ts 39C tox
Cc1cc(C(=O)CSc2nnnn2-c2ccccc2)c(C)n1CC1CCCO1 (configuration not stated),5.5%,-10%,-13%,-9%
Cc1cc(C)c(C)c(S(=O)(=O)NCc2ccc(C(=O)N3CCCCC3)cc2)c1C,·,·,14%,11%
CCc1ccccc1Nc1nc(N)nc(COC(=O)c2cccn2C)n1,0.5%,-5%,-27%,?
O=C(Nc1sc2c(c1C(=O)NCc1ccco1)CCCC2)c1cc(=O)c2cc(Cl)ccc2o1,?,-10%[10.9 µM],2%,3%
CCCS(=O)(=O)c1nc(S(=O)(=O)c2ccc(C)cc2)c(N(C)Cc2ccccc2)s1,1.8%,-5%[10.9 µM],6%,6%
Cc1ccc(/C=C/C(=O)N2CCC(c3nc4ccccc4o3)CC2)cc1,?,12%[10.9 µM],-18%,?
O=C(NCc1ccccc1Cl)c1ccc2c(c1)N(Cc1ccccc1)C(=O)c1ccccc1S2,3.0%,-16%[10.9 µM],10%,50%[activator]
Clc1ccc(NCn2cncn2)nc1,0.6%,-3%,-3%,0%
Cc1ccc(N(CC(=O)NCc2cccnc2)S(C)(=O)=O)cc1C,-0.9%,-1%,4%,5%
CCOC(=O)c1cnn(-c2nc(C)cc(C)n2)c1N,-0.2%,-25%,-4%,-9%
Cc1ccc(NC(=O)CC2Nc3ccccc3NC2=O)cc1C (configuration not stated),2.7%,-8%[10.9 µM],7%,-5%
C[C@@]1(C(NC(=O)c2ccc(-c3ccccc3)cc2)c2ccc(Cl)cc2)C[C@H]1C1CCCCC1 (some centres not stated),·,-9%,5%,-5%
CCCCC1(C)NC(=O)N(CC(=O)Nc2ccc(S(=O)(=O)N3CCOCC3)cc2)C1=O (configuration not stated),0.2%,22%,2%,3%
COC(=O)CCn1nnc(-c2cccs2)n1,-2.4%,4%,5%,1%
Cc1ccc(-n2nc(C)c3c(C(=O)Nc4ccc(Br)c(C)c4)cc(C)nc32)cc1,?,11%[10.9 µM],-4%,7%
Cc1ccc(S(=O)(=O)N(CCc2ccccc2)CC(=O)Nc2ccccc2C)cc1,?,-6%[10.9 µM],15%,-14%

Single records, as listed above.
Cc1ccc(NC(=O)CC2Nc3ccccc3NC2=O)cc1C (configuration not stated) in the list: IkB signaling: 2.7%; Peg3 imprint: -8%[10.9 µM]; p53ts 32C kill: 7%; p53ts 39C tox: -5%
Cc1ccc(N(CC(=O)NCc2cccnc2)S(C)(=O)=O)cc1C in the list: IkB signaling: -0.9%; Peg3 imprint: -1%; p53ts 32C kill: 4%; p53ts 39C tox: 5%

(continued)
SMILES,IkB signaling,Peg3 imprint,p53ts 32C kill,p53ts 39C tox
COc1ccc(C2SCC(=O)N2c2c(C)n(C)n(-c3ccccc3)c2=O)cc1 (configuration not stated),1.5%,0%,3%,-2%
COc1ccc(OC(=O)c2ccncc2)cc1,-0.2%,?,14%,-4%
O=C(NCc1ccc(F)cc1)c1cc(-c2ccc(Cl)cc2)n[nH]1,?,3%[10.9 µM],-3%,-16%
Cc1ccc(C(=O)Nc2cccc(-c3nc4cccnc4s3)c2C)cc1,-1.1%,-7%[10.9 µM],-6%,-4%
CCOC(=O)c1[nH]c(CSc2nnnn2-c2ccccc2C)c(C(=O)OCC)c1C,0.0%,-17%,-1%,-7%
O=S(=O)(c1ccccc1F)N1CCC(Oc2ccc(-n3cnnn3)cc2)CC1,?,-7%[10.9 µM],-7%,-3%
Cc1ccc(S(=O)(=O)N(CC(=O)Nc2c(C)cccc2C)c2cccc(Cl)c2)cc1,?,-10%[10.9 µM],-2%,19%
Cc1oc2ncn(CC(C)C)c(=O)c2c1C(=O)Nc1cc(F)ccc1F,-1.6%,5%[10.9 µM],-16%,0%
COC(=O)c1ccc(C2C(C(=O)OCC(C)C)=C(C)N=C3SCCC(=O)N32)cc1 (configuration not stated),1.1%,2%,-16%,-12%
COc1ccc(Cl)cc1C(=O)NCc1nc(-c2cccc(C)c2)no1,-2.9%,-12%[10.9 µM],-3%,-3%
Cc1oc(C(C)(C)C)cc1C(=O)Nc1ccc(C(=O)O)cc1,9.4%,-12%,-10%,?
Nc1nc(/C(=C/CC(=O)O)C(=O)NC2C(=O)N3C(C(=O)O)=CCSC23)cs1 (configuration not stated),·,-5%,16%,3%
CCOC(=O)c1sc(=S)n(Cc2ccccc2)c1N,0.2%,-2%,0%,-7%
Cc1cc(C)nc(N2CCC(C(=O)NCc3ccccc3)CC2)n1,·,·,-14%,-6%
NC(=O)C1(N2CCCCC2)CCN(c2ccc3nnc(-c4ccccc4)n3n2)CC1,-4.7%,-1%,14%,6%
O=C(CSc1nnc(-c2ccncc2)n1Cc1ccco1)OC1CCCCC1,0.9%,-10%,16%,-14%
COC(=O)c1cc(NC(=O)c2ccc3c(c2)NC(=O)c2ccccc2S3)cc(C(=O)OC)c1,?,29%[10.9 µM],-6%,?
Cc1ccc(CCNC(=O)NC(C)(C)C)cc1,-1.4%,-2%,1%,2%
CCCNC(=O)c1cnc2c(-c3ccc(OCC)c(OCC)c3)c(C)nn2c1-c1ccccc1,?,-6%[10.9 µM],5%,-15%
O=C(Nc1c(C(=O)N2CCN(c3ccc(F)cc3)CC2)oc2ccccc12)c1c(F)cccc1F,0.2%,9%[10.9 µM],-5%,-4%
CN1C(=O)C2(c3ccccc31)N(C)CC(c1ccccn1)C21SC(=S)N(Cc2ccco2)C1=O (configuration not stated),2.5%,-23%,20%,46%[activator]
CCC(C)(C)n1nnnc1CN(Cc1cc2cc(OC)c(OC)cc2[nH]c1=O)C1CCCC1,0.4%,-3%,0%,-22%
CCCCOC(=O)c1ccc(Nc2ncnc3nc[nH]c23)cc1,-0.1%,-9%,4%,17%
O=C(CCOc1ccccc1)N(Cc1cccnc1)c1nc2ccc(Cl)cc2s1,1.5%,10%[10.9 µM],-8%,2%
CCc1ccc(CN2C(=O)CCC2(C)C(=O)NC2CCCC2)cc1 (configuration not stated),-1.4%,-5%,5%,-10%
CCOC(=O)c1c(NC(=O)CSc2nnc(CNc3ccc(F)cc3)o2)sc(C(C)=O)c1C,?,7%,7%,-2%
COC(=O)c1ccccc1NC(=O)Cn1c(CCC(=O)O)ccc1-c1ccc(C)cc1,?,-13%[10.9 µM],13%,-21%
CC1CCN(c2csc3ccc(F)cc3c2=O)CC1,10%,-8%[10.9 µM],?,-29%
CC(=O)N1CCN(S(=O)(=O)c2cccc(C(=O)Nc3nc4ccccc4[nH]3)c2)CC1,?,-9%,6%,-1%
Clc1ccc(C2[C@H]3CN(Cc4cccnc4)[C@H](c4ccccc4)C34CC2(c2cccnc2)C4)cn1 (some centres not stated),·,-12%,13%,-6%
CCc1ccccc1N(C)S(=O)(=O)c1ccc2c(c1)C(C)(C)C(=O)N2C,-0.2%,-2%[10.9 µM],6%,-19%
Clc1ccc(-c2nnc3sc(-c4ccc(Br)o4)nn23)c(Cl)c1,?,-69%[inhibitor],-6%,0%
Cc1ccccc1OCC(=O)Nc1ccccc1C(=O)OCc1cc(=O)n2c(C)csc2n1,-0.1%,-7%[10.9 µM],7%,-23%
CCOC(=O)N1CCN(c2c(NCCN3CCN(Cc4ccccc4)CC3)c(=O)c2=O)CC1,-1.3%,-4%,0%,1%
Cc1nn(CCC(=O)N2CCN(c3ccccc3)CC2)c(C)c1S(=O)(=O)N1CCCC1,-0.1%,?,-2%,-23%
COc1ccc(CNc2ccc3c(c2)nc(C)n3C)cc1,2.5%,-69%[inhibitor],-29%,?
CCc1nc2c(sc3nc4c(cc32)COC(C)(C)C4)c(=O)n1Cc1ccco1,?,-26%,-1%,-6%
CCC(Sc1nc2ccccc2c2nc(-c3ccccc3)nn12)C(=O)Nc1cccc(OC)c1 (configuration not stated),1.7%,-14%[10.9 µM],3%,-7%
Cc1onc(-c2ccccc2Cl)c1C(=O)N1CCN(C/C=C/c2ccccc2)CC1,?,-13%,-10%,-2%
O=S(=O)(c1cccc(C(F)(F)F)c1)N1c2ccccc2-n2cccc2[C@H]1c1cccnc1,9.4%[11.4 µM],-12%[10.9 µM],22%[9.22 µM],9%[9.22 µM]
O=C(CN(Cc1cccs1)C(=O)CSc1nnc(COc2ccccc2)o1)NC1CCCC1,1.1%,-9%,7%,11%
COc1ccccc1NC(=O)C(C/C=C(\C)Cl)C(C)=O (configuration not stated),7.5%,-3%,-2%,4%
COc1ccc2c(c1)c1ncn(CCN3CCCC3)c(=O)c1n2C,1.9%,-6%,-3%,7%
COc1cc(O)c(C(=O)/C=C\c2ccc3c(c2)OCO3)c(OC)c1,·,·,-3%[9.22 µM],-19%[9.22 µM]
O=C(CCSCc1cnn(-c2ccccc2)c1-n1cccc1)NCc1ccc(Cl)cc1,?,-11%[10.9 µM],6%,?
Cn1nnnc1SCC(=O)Nc1ccccc1N1CCOCC1,0.5%,5%,5%,-3%
CC(C)CO/N=C1/C[C@@H](O)[C@@H](O)[C@@H]2[C@@H]3C(=O)N(Cc4ccccc4)C(=O)[C@H]3CC[C@@H]12,·,·,-3%[9.22 µM],2%[9.22 µM]
CN(C)c1nccc(Nc2ccccc2)c1C#N,-1.8%,-18%,1%,-3%
O=c1cc(C23CC4CC(CC(C4)C2)C3)[nH][nH]1,1.1%,-23%,-4%,-7%
CCc1ccc(NC(=O)N(Cc2ccc(C)cc2)Cc2cccn2-c2nnc(N3CCCC3=O)s2)cc1,?,-15%[10.9 µM],-2%,0%
O=C(Cn1ncc2c1-c1ccccc1OC2)N1CCN(c2ccccc2F)CC1,?,-15%[10.9 µM],2%,-13%
COc1ccc(-c2[nH]c(-c3cc(OC)c4c(c3)OCO4)nc2-c2ccccc2)cc1,·,·,-9%,-13%
COCCNc1nc(C)nc2c1nc(-c1ccccc1)n2CCCN1CCCCC1C (configuration not stated),·,-1%,4%,-3%
COc1ccc(C2C=C(c3ccc(C)cc3)Nc3c(C(=O)Nc4ccccc4)cnn32)cc1 (configuration not stated),-2.7%,-5%[10.9 µM],-5%,-6%
Cc1ccc(NC(=O)CN2C(=O)COc3ccc(S(=O)(=O)N4CCOCC4)cc32)cc1N(C)C,-1.2%,-8%[10.9 µM],9%,-1%
Cc1ccc(OCCCCn2c(-c3ccc(Cl)cc3)nc3ccccc3c2=O)cc1,1.3%,-12%[10.9 µM],-4%,6%

The listing continues:
SMILES,IkB signaling,Peg3 imprint,p53ts 32C kill,p53ts 39C tox
c1ccc(-n2ncc3c(NCCN4CCCCC4)ncnc32)cc1,5.6%,9%,-14%,0%
CC(=O)NC1=NC(=O)CS1,1.6%,7%,-3%,2%
COc1ccc(N2CC(NC(=O)COc3ccc4ccccc4c3)CC2=O)cc1 (configuration not stated),1.2%,?,-7%,6%
COc1cc2[nH]c(=O)n(CCC(=O)N3CCc4ccccc4C3)c(=O)c2cc1OC,1.5%,-4%,0%,-1%
COc1ccc2c(c1)c(CC(=O)Nc1cc(C)c(OC)c(C)c1)c(C)n2C(=O)c1ccc(Cl)cc1,?,-12%[10.9 µM],-9%,9%
CCCn1c(=O)c2ccccc2n2c(Sc3nnnn3-c3ccccc3)nnc12,-2.2%,-16%,13%,16%
O=C1c2oc3ccccc3c(=O)c2C(c2cccnc2)N1CCCN1CCOCC1 (configuration not stated),3.0%,-14%,-2%,-2%
COCc1cc(C)nc(N2CCc3ccccc32)c1C#N,-0.5%,-5%,2%,-15%
O=C(Nc1cccc(-c2nnc(-c3ccccc3)o2)c1)c1ccco1,-1.6%,5%,3%,8%
CCC(=O)Nc1cc(-c2nc3cc(C)cc(C)c3o2)ccc1C,3.1%,-8%[10.9 µM],?,?
CC1(C)Cc2ccccc2-c2nnc(-c3ccc4ccccc4n3)n21,·,·,-28%,-10%
Cc1ccc2cc(C#N)c(NCCNC(=O)C3CC3)nc2c1C,-0.5%,-8%,-11%,-23%
COCCCNC(=O)C1CCN(S(=O)(=O)c2c(C)noc2/C=C\c2ccc(OC)cc2)CC1,0.2%,-11%,-12%,-4%
